NadD inh = inhibitors of Staphylococcus aureus NadD. purified NadD enzyme, colorimetric absorbance read-out. inhibition, % at 20 µM. 360,000 tested, 0.78% active; in the data active means inhibition above about 26%; further: some compounds past the cut are filed as inactive
STEP block = STEP (human) phosphatase inhibition | recombinant STEP, OMFP fluorogenic substrate, fluorescence | inhibition, % at 20 µM | 360,000 tested, 0.25% active | AID 588621;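 active means inhibition at 20 µM, scaled per plate between control wells, above about 37%, limit read from the data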;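 further: 0% = DMSO with enzyme and substrate and 100% = substrate only without enzyme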
Target sequence (P54829 whole entry, looked up): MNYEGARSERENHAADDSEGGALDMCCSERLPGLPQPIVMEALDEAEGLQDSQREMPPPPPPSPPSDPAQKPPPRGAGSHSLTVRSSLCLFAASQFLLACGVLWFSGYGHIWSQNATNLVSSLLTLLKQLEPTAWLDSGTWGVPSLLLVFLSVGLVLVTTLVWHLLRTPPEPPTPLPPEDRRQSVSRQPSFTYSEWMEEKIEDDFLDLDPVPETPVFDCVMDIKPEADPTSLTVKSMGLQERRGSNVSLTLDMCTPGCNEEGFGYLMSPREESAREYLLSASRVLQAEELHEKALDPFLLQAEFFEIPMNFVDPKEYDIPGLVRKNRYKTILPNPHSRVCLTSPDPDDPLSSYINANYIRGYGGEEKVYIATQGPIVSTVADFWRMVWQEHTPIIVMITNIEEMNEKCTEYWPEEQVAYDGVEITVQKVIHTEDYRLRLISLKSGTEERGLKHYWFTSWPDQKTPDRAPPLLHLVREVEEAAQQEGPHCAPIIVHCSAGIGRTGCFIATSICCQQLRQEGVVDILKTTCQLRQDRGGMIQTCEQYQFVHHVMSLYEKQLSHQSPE
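Material: STEP (striatal-enriched tyrosine phosphatase) enzyme, cell-free; Compound dosing: 20 µM single dose in 1% DMSO; Technique: fluorescence read at 480 nm ex / 540 nm em; Times: reaction 20 min, ambient temperature; Medium: 50 mM Bis-Tris pH 6.0 with 2.5 mM DTT and 0.005% Tween 20; Also added: OMFP at 25 µM.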
TbMetRS inhib = blocks T. brucei methionyl-tRNA synthetase activity; AID 624268; purified T. brucei MetRS, ATP depletion, Kinase-Glo luminescence; 360,000 tested, 0.4% active; inhibition, % at 11.9 µM;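 active means inhibition above a per-plate cutoff of the control wells' mean inhibition plus 3 SD, cut at about 5.5% in these data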;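 further: 0% = DMSO wells median and 100% = median of wells with control inhibitor compound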
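Material: parasite MetRS enzyme / Replication: singlicate, one well per compound / Signal: luminescence of leftover ATP / Schedule: 2 h aminoacylation at 25 °C after 15 min preincubation / Medium: HEPES-MgCl2-KCl buffer plus DTT, spermine, BSA, pyrophosphatase / Doses: 11.9 µM single point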
SUMO1-SIM PPI = alters human SUMO1 binding to SIM partners; 360,000 tested, 0.33% active; SUMO1 binding to a labelled peptide, TR-FRET, 1 h; inhibition, % at 20 µM; in the data active means inhibition above about 37%
Scp-1 inhibitor = Scp-1 (human) phosphatase inhibition; Q9GZU7; Recombinant Scp1, phosphopeptide, malachite green phosphate absorbance; inhibition, % at 20 µM; 340,000 tested, 0.88% active; AID 493091;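 active means inhibition above about 50% at 20 µM, limit read from the data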;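 further: plate controls were DMSO wells with enzyme for no effect and wells lacking enzyme for full effect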
Target sequence (Q9GZU7 76-261 limits assumed): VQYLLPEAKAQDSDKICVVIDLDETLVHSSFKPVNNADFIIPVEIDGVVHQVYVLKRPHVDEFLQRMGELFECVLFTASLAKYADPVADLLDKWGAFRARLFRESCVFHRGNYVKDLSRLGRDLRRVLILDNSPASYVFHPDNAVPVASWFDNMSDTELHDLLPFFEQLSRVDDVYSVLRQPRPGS
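Test system – truncated SCP-1 phosphatase (76-261aa) · Reagent – Phosphorylated 17-residue peptide substrate · Incubation – 45 min room-temperature reaction, 5 min colour, 30 min stabiliser · Detection – colorimetric phosphate reagent with accelerator and stabiliser, absorbance at 630 nm · Measure – % inhibition at 20 µM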
DNMT1 block = DNMT1 (human) enzyme inhibition; 360,000 tested, 0.83% active; DNMT1 molecular beacon, Hinp1I cleavage, fluorescence; inhibition (reported as % activation of signal), % at 10 µM; AID 588458; in the data active means inhibition above about 50%
MLLE-PAM2 inh = blocks PAM2 peptide binding to the PABP1 MLLE domain; 360,000 tested, 0.36% active; inhibition, % at 20 µM; AID 588489; GST-MLLE / FITC-PAM2 fluorescence polarization; P11940; in the data active means inhibition above about 35%, passing the limit was not always enough;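 further: plate controls were DMSO wells with GST-MLLE for no effect and wells lacking GST-MLLE protein for full effect; some results filed as inactive read as strong as hits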
CSN inh = CSN deneddylation inhibition; Q92905; 360,000 tested, 0.38% active; inhibition, % at 12.5 µM; Purified CSN, SCF-Nedd8-OG deneddylation, fluorescence polarization;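 active means pattern-corrected inhibition above about 35%, with an unprinted fluorescence ratio check between 0.5 and 1.5, limit read from the data, passing the limit was not always enough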;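 further: 0% = enzyme with substrate and 100% = substrate without enzyme; some results filed as inactive read as strong as hits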
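Assay system: purified human Csn5 enzyme expressed in HEK293T cells; measure: % inhibition; also added: SCFSkp2-Nedd8OG substrate at 10 nM final; technique: fluorescence polarization; times: reaction 90 min, room temperature; medium: Tris buffer pH 7.5, NaCl, DTT, Tween-20, trehalose, ovalbumin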
Rpn11 inh = inhibitors of human proteasome Rpn11; calls only at 20 µM; 360,000 tested, 0.59% active; human 26S proteasome, Ub4-pepOG fluorescence polarization; 20S core pre-blocked with epoxomicin;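 active means inhibition at 20 µM, scaled to each plate's controls, above about 33%, limit read from the data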
Target sequence (O00487 whole entry, looked up): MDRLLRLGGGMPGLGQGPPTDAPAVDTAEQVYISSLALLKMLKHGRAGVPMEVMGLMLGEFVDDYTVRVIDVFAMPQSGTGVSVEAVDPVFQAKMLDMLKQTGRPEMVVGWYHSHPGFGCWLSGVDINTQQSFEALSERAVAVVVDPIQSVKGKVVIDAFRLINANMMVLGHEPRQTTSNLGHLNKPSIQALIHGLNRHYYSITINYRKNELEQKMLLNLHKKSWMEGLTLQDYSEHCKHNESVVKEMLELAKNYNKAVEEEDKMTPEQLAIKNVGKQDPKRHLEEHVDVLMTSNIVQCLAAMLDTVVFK
LMPTP inh = blocks human LMPTP phosphatase | P24666 | recombinant LMPTP-A, OMFP fluorogenic substrate, fluorescence intensity | inhibition, % at 20 µM | 360,000 tested, 0.22% active | AID 651560;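 active means compounds that cut the enzyme signal by at least half of the control window in the single-dose screen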;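 further: plate controls were DMSO wells with enzyme plus substrate for no effect and substrate without enzyme for full effect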
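Assay system: LMPTP-A phosphatase enzyme | Input: 0.625 nM enzyme | Also added: Fluorogenic phosphatase substrate OMFP at 400 µM final | Compound dosing: One test concentration per compound, 20 µM, with 3% DMSO overall | Schedule: 50 min enzyme reaction at room temperature, protected from light | Signal: Fluorescence intensity | Benchmarks: no-enzyme and uninhibited controls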
* = called active by the depositor; i = inactive; · = not tested or not shown; & = joins results of further samples.

Screens in order: NadD inh	STEP block	TbMetRS inhib	SUMO1-SIM PPI	Scp-1 inhibitor	DNMT1 block	MLLE-PAM2 inh	CSN inh	Rpn11 inh	LMPTP inh
[1] O=C(NCCSCc1ccccc1)c1ccccc1
  -1	3	-0.2	4	-7	1	13	-1	i	-1.3
[2] CSc1cc(SC)ncn1
  0	-1	0.2	1	-5	-1	16	-5	i	-0.7
[3] CCCN(CCC)C1CC(=O)N(Cc2ccccc2)C1=O (stereo not drawn)
  -2	1	-0.1	5	0	2	9	-4	i	0.1
[4] O=C(CN1CCN(S(=O)(=O)c2ccc3c(c2)OCCO3)CC1)Nc1cccc(F)c1
  -2	0	-0.3	-2	-5	1	3	1	i	0.5
[5] CCCC(=O)Nc1nc2ccc(NC(=O)c3cccnc3)cc2s1
  -6	1	-0.2	2	-4	-2	-6	1	i	-1.0
[6] Cc1ccccc1C(=O)Nc1cccc(NC(=O)c2ccc(F)cc2)c1
  -8	0	-1.2	6	-7	-2	-7	4	i	0.8
[7] Cc1ccc(C(=O)NCC(=O)NCC(=O)OCC(=O)c2cccs2)cc1
  4	-3	-0.6	2	-5	0	11	-8	i	-0.6
[8] COC(=O)c1cc(NC(=O)C2C3C=CC(C3)C2C(=O)O)cc(C(=O)OC)c1 (stereo not drawn)
  -1	-7	-0.6	1	-4	2	-1	3	i	-0.8
[9] Cc1ccc(S(=O)(=O)N2CCOCC2)cc1NC(=O)CN1CCC(Cc2ccccc2)CC1
  2	-2	-0.7	0	1	-6	7	-1	i	-1.2
[10] CN(CC(=O)Nc1ccc(Cl)cc1)C(=O)COc1ncnc2ccccc12
  -2	0	-0.3	8	-8	-1	-17	-2	i	-1.0
[11] O=C(/C=C/Nc1ccccc1O)c1ccco1
  -1	1	0.0	-24	-7	-1	-38	3	i	-0.1
[12] CCCNC(=O)C1(C)CCN(C(=O)COCc2ccccc2)C1 (stereo not drawn)
  1	-1	-0.3	-3	·	-1	-2	2	i	-2.2
[13] CCCC(NS(=O)(=O)c1ccc(-c2ccc(=O)[nH]n2)s1)c1cccs1 (stereo not drawn)
  -4	-2	-0.1	-11	7	1	10	-2	i	-1.1
[14] Cc1ccc(-c2cc(C(=O)N3CCc4ccccc4C3)no2)cc1
  11	0	-0.6	0	-6	0	3	1	i	2.7
[15] O=C(COc1ccccc1)N1CCN(C(=O)c2cccc(F)c2)CC1
  2	-1	0.3	2	-10	2	6	0	i	-0.1
[16] CCc1noc(C)c1C(=O)NNC(=O)c1ccc(Br)cc1
  -4	-1	-0.5	0	-7	3	-5	1	i	-1.8
[17] Cc1cc(C)c2nc(NNC(=O)c3ccc(S(=O)(=O)N4CCCC(C)C4)cc3)sc2c1 (stereo not drawn)
  15	-1	-1.3	-1	-5	-11	-143	0	i	1.0
[18] CCOc1ccccc1NC(=O)CN(C)S(=O)(=O)c1cnc[nH]1
  1	-1	-0.9	0	2	-2	-2	2	i	-0.3
[19] COc1ccc(CCn2c(N3CCOCC3)nc3c2c(=O)[nH]c(=O)n3C)cc1
  -4	-2	-0.8	-1	-3	4	-8	1	i	-1.9
[20] Cc1ccccc1NC(=O)C1CCCN1S(=O)(=O)c1ccccc1C(F)(F)F (stereo not drawn)
  -4	1	-0.4	5	-8	-2	6	-5	i	-0.4
[21] Cc1ccccc1NS(=O)(=O)c1ccc(C)c(C(N)=O)c1
  1	-1	1.6	1	-9	0	1	2	i	-0.4
[22] CC(C)Oc1ccc(CNC(=S)Nc2ccccc2)cc1Cl
  -10	-1	-1.1	3	-5	13	-46	-4	i	-0.1
[23] CCN(CC)CCNC(=O)COc1ccc(OC)cc1
  1&-6	-1&0	-0.5&-0.1	3&-2	-6&-2	0&3	-13&11	-2&-2	i	-2.0&-0.4
[24] O=C(N=C1N=C2C=CC=CN2Cc2ccccc21)c1ccc(S(=O)(=O)N2CCOCC2)cc1
  1	0	-0.2	2	-1	-1	-4	2	i	-1.3
[25] COc1ccc(C(O)c2nc(-c3ccccc3OC)cs2)cc1 (stereo not drawn)
  -4	-3	-0.2	-2	·	0	7	-4	i	0.0
[26] CC(C)CN(CC(C)C)S(=O)(=O)N1CCC(C(=O)NCc2ccc(F)cc2)CC1
  -7	0	-1.0	5	-10	7	-10	1	i	0.3
[27] CCOC(=O)c1cnc(SCC(=O)c2ccc(C)cc2)nc1N
  -6	0	-1.0	-1	6	3	12	-7	i	-3.0
[28] CCOC(=O)CON1C(=O)C(=O)N(OCC(=O)OCC)C2CCCCC21 (stereo not drawn)
  -4	-3	2.8	1	-3	-2	15	1	i	0.2
[29] COc1ccccc1OCCC(=O)OCC(=O)c1[nH]c(C)c(C(C)=O)c1C
  0	0	-1.0	-1	1	9	-21	0	i	-0.5
[30] Cc1nc2sc(C(=O)c3ccccc3)c(N)c2c(C)c1C
  -2	1	-0.5	-8	-4	1	2	4	i	2.4
[31] Cc1ccc(/C=C/C(=O)OCC(=O)NC(C)c2ccccc2)o1 (stereo not drawn)
  3	0	-0.1	-16	30	10	-7	8	i	-0.5
[32] CCOc1cc(/C=C/C(=O)Nc2ccc(C(=O)NCCN(CC)CC)cc2)ccc1OCC(C)C
  1	2	0.5	-17	2	1	-28	4	i	-1.7
[33] Cc1cc(C)c(S(=O)(=O)Nc2ccc(O)c(Sc3ncn[nH]3)c2)cc1C
  4	-2	-0.1	4	0	1	9	-5	i	0.6
[34] CCc1cccc(CC)c1NC(=O)c1cc(CN2C(=O)c3ccccc3C2=O)ccc1OC
  -1	4	0.2	0	-3	-3	-15	-1	i	5.5
[35] Cc1ccc2cccc(OC(=O)/C=C\c3ccccc3)c2n1
  -8	-1	-0.5	1	-5	-4	0	0	i	0.8
[36] CCOC(=O)C1=C(C)N=c2s/c(=C\c3ccc(C(=O)O)cc3)c(=O)n2C1c1ccc(F)cc1 (stereo not drawn)
  26	11	-1.2	-18	7	1	-114	7	i	0.8
[37] CCCCSCc1cc(C(=O)O)oc1C(C)(C)C
  -3	4	0.3	-3	-8	-4	-4	-1	i	-0.7
[38] Cc1c(C(=O)OC(C)C)[nH]c2c1C(=O)CCC2
  4	-1	-1.0	-2	0	3	6	4	i	-1.2
[39] CCN(Cc1ccncc1)C(=S)Nc1ccccc1
  -2	0	-0.3	-2	-5	0	-13	4	i	0.0
[40] CCNC(=O)c1cccc(NC(=O)CC2SC(N3CCCCC3)=NC2=O)c1 (stereo not drawn)
  0	2	-0.3	2	7	2	0	-1	i	-1.9
[41] O=C(O)c1ccccc1-c1ccccc1C(=O)NCc1ccccc1F
  1	2	-1.6	11	2	8	-1	2	i	-2.4
[42] COc1ccc(/C=C/C(=O)NNc2c(F)c(F)cc(F)c2F)cc1OC
  -2	1	-1.3	-2	5	12	-8	0	i	-0.3
[43] CCCCN(C(=O)c1cc(CC)c(C)s1)c1c(N)n(CC(C)C)c(=O)[nH]c1=O
  0	-2	-0.3	6	-5	2	-9	1	i	-1.0
[44] CC1(C)OC2C(CO)OC(n3cnc4c(=S)nc(N)[nH]c43)C2O1 (stereo not drawn)
  -2	1	-0.4	1	·	-3	23	-10	i	-2.9
[45] COc1cccc(C(c2sc3nc(C)nn3c2O)N2CCc3ccccc3C2)c1 (stereo not drawn)
  2	3	0.1	6	-3	-1	10	2	i	-0.6

In another format: entries from further up
entry | mol | NadD inh | STEP block | TbMetRS inhib | SUMO1-SIM PPI | Scp-1 inhibitor | DNMT1 block | MLLE-PAM2 inh | CSN inh | Rpn11 inh | LMPTP inh
37 | CCCCSCc1cc(C(=O)O)oc1C(C)(C)C | -3 | 4 | 0.3 | -3 | -8 | -4 | -4 | -1 | i | -0.7
32 | CCOc1cc(/C=C/C(=O)Nc2ccc(C(=O)NCCN(CC)CC)cc2)ccc1OCC(C)C | 1 | 2 | 0.5 | -17 | 2 | 1 | -28 | 4 | i | -1.7

(cont.)
Screens in order: NadD inh	STEP block	TbMetRS inhib	SUMO1-SIM PPI	Scp-1 inhibitor	DNMT1 block	MLLE-PAM2 inh	CSN inh	Rpn11 inh	LMPTP inh
[46] COC(=O)c1cc(S(=O)(=O)NCc2cccc(OC)c2)cn1C
  -4	-1	1.2	2	3	-1	-2	-4	i	-0.8
[47] Nc1ccn([C@@H]2O[C@H](C(=O)Nc3ccc(Oc4ccccc4)nc3)[C@@H](O)[C@H]2O)c(=O)n1
  -4	1	-0.1	1	·	-6	-8	-5	i	-1.6
[48] O=c1n(-c2ccccc2)c(=O)n2n1CCCC2
  -5	1	-0.2	7	-7	-8	-7	4	i	-0.5
[49] O=C(CCNC(=O)c1ccccc1)NNC(=O)c1ccccc1Br
  -1	-3	0.0	1	-8	-1	-7	-6	i	-0.2
[50] CCCCN1C(=O)C(=O)NC[C@@H]1C(C)CC (stereo partly drawn)
  0	-1	-0.3	0	2	-2	-7	3	i	-1.1
[51] N/N=C1\CCCc2c1[nH]c1ccc([N+](=O)[O-])cc21
  6	0	-0.8	-17	15	-12	9	2	i	-1.6
[52] OCC(O)C1OCOC(C(O)CO)C1O (stereo not drawn)
  -4	0	-0.4	4	5	-2	-14	-5	i	0.4
[53] c1ccc2c(CSc3ncnc4nc[nH]c34)cccc2c1
  5	0	-0.6	-6	3	-3	13	1	i	-0.9
[54] COc1ccccc1-c1nc2n(n1)C(c1ccc(Cl)cc1)C(C(N)=O)=C(C)N2 (stereo not drawn)
  1	1	0.1	0	-2	-1	0	1	i	0.8
[55] COc1ccc(-c2cc(=O)c3c(C)cc(O)cc3o2)cc1
  4	3	-0.4	45*	47	8	-10	28	i	18
[56] Cc1ccc(NC(=O)C(=O)NN=C2CCCC2)cc1C
  1	5	0.2	0	-7	9	-2	1	i	1.0
[57] C(#CSCc1ccccc1)SCc1ccccc1
  5	1	-0.2	1	·	10	21	5	i	0.9
[58] CC(=O)Nc1cc(-c2ccc(N3CCN(C)CC3)cc2)cn2c(-c3cccc(C(C)=O)c3)cnc12
  2	6	-0.1	-51	·	-11	-55	12	i	-0.5
[59] CS(=O)(=O)CCC(C(=O)N1CCOCC1)N1C(=O)c2cc(Cl)c(Cl)cc2C1=O (stereo not drawn)
  3	-1	0.0	-10	9	4	16	2	i	-2.4
[60] CCCc1cc(N2CCCC(C(=O)Nc3c(OC)cccc3OC)C2)n2ncnc2n1 (stereo not drawn)
  -2	3	-1.4	3	0	6	8	2	i	-0.5
[61] COc1ccc(CCN2CC(C(=O)NCc3nc(C)c(C)s3)CCC2=O)cc1 (stereo not drawn)
  -2	4	-0.7	4	-1	0	5	0	i	-0.3
